Kir21 block – inhibitors of mouse Kir2.1 inward-rectifier potassium channel; P35561; HEK293-Kir2.1, FluxOR thallium flux fluorescence; active compounds read low; B-score at 10 µM; hit rate 0.85% among 310,000;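 active means fluorescence ratio B-score at or below minus 3 SD of library scores, with starting-brightness B-score within 2 SD, cut at about -4.2 in these data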;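 further: channel flux triggered by added potassium and thallium sulfate stimulus; B-score of peak minus minimum fluorescence over baseline after thallium stimulus; more negative B-score means stronger Kir2.1 block with less thallium influx; some compounds called inactive have numbers as strong as hits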
Target sequence (P35561 whole entry, looked up): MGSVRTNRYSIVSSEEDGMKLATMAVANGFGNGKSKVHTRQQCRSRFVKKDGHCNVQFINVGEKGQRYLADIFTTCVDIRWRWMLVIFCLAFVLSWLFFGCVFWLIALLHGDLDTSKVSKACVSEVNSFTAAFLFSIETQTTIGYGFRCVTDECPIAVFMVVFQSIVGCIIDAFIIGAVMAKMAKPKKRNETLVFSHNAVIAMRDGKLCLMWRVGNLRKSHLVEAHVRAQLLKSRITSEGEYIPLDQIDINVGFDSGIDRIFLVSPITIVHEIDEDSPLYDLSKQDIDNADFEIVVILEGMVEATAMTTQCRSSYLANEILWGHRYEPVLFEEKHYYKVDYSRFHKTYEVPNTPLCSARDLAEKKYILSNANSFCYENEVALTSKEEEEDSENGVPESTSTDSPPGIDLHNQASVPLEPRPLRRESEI
STK33 kinase inh – human STK33 kinase inhibition; inhibition, % at 10 µM; purified STK33, MBP phosphorylation, ADP-Glo luminescence; AID 2661; hit rate 0.073% among 320,000; Q9BYT3;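 active means inhibition at or above 25%, using the most active replicate where run in duplicate; inactive means inhibition below 25%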
Target sequence (Q9BYT3 whole entry, looked up): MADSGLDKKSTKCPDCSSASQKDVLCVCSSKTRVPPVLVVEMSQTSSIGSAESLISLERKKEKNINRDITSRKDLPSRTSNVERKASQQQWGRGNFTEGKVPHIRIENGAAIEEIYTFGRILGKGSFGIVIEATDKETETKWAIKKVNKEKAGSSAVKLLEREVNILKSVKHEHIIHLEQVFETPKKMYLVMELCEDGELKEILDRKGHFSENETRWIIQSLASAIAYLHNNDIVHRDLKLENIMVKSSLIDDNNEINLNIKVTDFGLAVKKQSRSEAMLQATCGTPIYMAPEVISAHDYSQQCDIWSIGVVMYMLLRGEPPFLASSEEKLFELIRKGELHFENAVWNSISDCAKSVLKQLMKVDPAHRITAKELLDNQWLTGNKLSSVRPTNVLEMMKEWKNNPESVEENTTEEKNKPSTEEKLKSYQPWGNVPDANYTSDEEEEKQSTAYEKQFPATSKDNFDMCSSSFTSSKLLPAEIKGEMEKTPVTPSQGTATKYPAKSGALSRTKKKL
An asterisk follows results filed as active; nt = not tested or not shown.

Kir21 block | STK33 kinase inh | structure
0.09 | 0.4 | CC1(C)CC(NCCN2CCN(C3=CC(=C(C#N)C#N)CC(C)(C)C3)CC2)=CC(=C(C#N)C#N)C1
nt | -1.0 | Cc1ccccc1N=C(NOCc1ccccc1)c1nonc1N
-1 | -3.7 | Cc1ccccc1NC(=O)Cc1nnc(SCC(=O)N2CCN(c3ccccc3)CC2)n1C
-5.45 | nt | CCOC(=O)C1=C(COc2ccc(C)cc2)NC(=O)NC1c1cc(C)ccc1C (stereo not given)
-2.01 | 0.3 | CN(CC(=O)Nc1ccc(F)cc1)C(=O)c1ccccc1OCc1ccc(F)cc1
-1.37 | -1.8 | Cn1c(CO)c(-c2ccccc2)c2cc([N+](=O)[O-])ccc21
-0.61 | -0.9 | CCOc1ccc(CCNC(=O)c2cccc(S(=O)(=O)N3CCOCC3)c2)cc1OCC
nt | -0.5 | COC(=O)c1ccc(CSc2nc3c(cnn3-c3ccc(F)cc3)c(=O)[nH]2)o1
0.52 | -2.1 | CCOC(=O)C(=O)NC(C)CCc1ccccc1 (stereo not given)
nt | -0.9 | Cc1cccc(NC(=O)CNC(=O)COC(=O)c2ccc(C(C)(C)C)cc2)c1C
1.86 | 0.1 | O=C(Nc1cccc(Cl)c1)Nc1cc(S(=O)(=O)N2CCCCC2)ccc1Cl
-1.8 | 1.3 | CCc1ccccc1NC(=O)N1CCc2ccccc2C1
-0.93 | -0.5 | CN(c1ccc(OCC(=O)OCC(=O)Nc2cccc([N+](=O)[O-])c2)cc1)S(=O)(=O)c1ccc(F)cc1
-0.75 | -1.5 | NS(=O)(=O)c1ccc(NC(=S)NNC(=O)CCC(=O)Nc2ccccc2Cl)cc1
0.47 | 0.8 | Nc1nc2ccccc2n1C(=O)CCc1ccccc1
0.38 | -0.2 | Cc1cc(C(=O)C(=O)N(C)C)c(C)n1-c1ccc([N+](=O)[O-])cc1
-0.72 | -1.8 | COc1ccccc1/C=C/C(C)=O
0.05 | 0.2 | Cc1cc(Oc2ccccc2)nc(-c2ccccc2O)n1
-0.02 | -0.3 | Cc1c(Cl)c([N+](=O)[O-])nn1CCCC(=O)Nc1c(C)n(C)n(-c2ccccc2)c1=O
1.68 | -0.6 | CCN(CC)C(=O)CSc1nnc(-c2ccccn2)n1-c1ccc(C)c(C)c1
-1.21 | 0.1 | CCN(CC(=O)NCc1cccs1)C(=O)/C=C/c1ccc(Cl)c(Cl)c1
-0.86 | -0.4 | CCN(CC)CCNC(=S)Nc1ccc(F)cc1
0.38 | -0.1 | CCOC(=O)NS(=O)(=O)c1ccc(CCNC(=O)c2cc(C)on2)cc1
2.56 | nt | Cc1cc(Cl)n2c(nc3cc(F)c(F)cc32)c1C#N
0.19 | -0.1 | c1ccc2nc3c(nc2c1)CCCC3

Next part:
Kir21 block | STK33 kinase inh | structure
0.51 | -0.8 | CC(OC(=O)CNC(=O)c1ccco1)C(=O)Nc1ccc(Cl)cn1 (stereo not given)
-1.34 | 0.4 | CC(Oc1cccc(Cl)c1)C(=O)Nc1ccccc1C(=O)N1CCCCC1 (stereo not given)
-1.04 | nt | COC(=O)/C(C#N)=C/c1c(N2CCCCCC2)nc2c(C)cccn2c1=O
0 | -2.1 | CCN(CC)C(=O)CSc1nnc(-c2cccnc2)n1Cc1ccccc1
-0.14 | -1.8 | CN1C(=O)NC(c2ccc([N+](=O)[O-])cc2)C2=C1CC(C)(C)CC2=O (stereo not given)
0.01 | -1.4 | CCCNC(=O)c1ccc(COc2cccc3ccccc23)o1
-0.26 | -2.7 | CCOC(=O)C(C)Sc1ncnc2c1c(-c1ccccc1)cn2-c1ccc(OC)cc1 (stereo not given)
nt | -0.2 | COC(=O)[C@H]1[C@H]2C[C@@H]3c4[nH]c5cc(OC)ccc5c4CCN3C[C@H]2C[C@@H](OC(=O)c2cc(OC)c(OC)c(OC)c2)[C@@H]1OC
1.82 | -1.3 | Cc1ccc(S(=O)(=O)N2CCOCC2)cc1C(=O)Nc1ccc2c(c1)CCC2
2.16 | -1.7 | CCc1ccc2c(c1)/C(=N/OC)C(=O)N2
-1.37 | -0.2 | O=C(CN1CCCc2ccccc21)N/N=C/c1ccccc1
nt | -0.7 | COc1ccccc1N(Cc1ccccc1)S(=O)(=O)c1cccc(C(=O)N2CCCCC2)c1
-0.16 | 0.6 | CCS(=O)(=O)N1CCC(C(=O)Oc2ccc(Br)cc2)CC1
-1.43 | 0.0 | CCN(CC)C(=O)COc1ccc(/C(C)=N/NC(=O)c2ccccc2O)cc1
2.12 | -2.1 | O=C(O)CCC(=O)/C=C/c1ccccc1
-0.24 | -3.5 | Cc1ccc(OCC(=O)Nc2ccc(N(C)C)cc2)cc1
1.57 | -3.4 | COc1cccc(NC(=O)NC2CCN(Cc3nnnn3Cc3ccc4c(c3)OCO4)CC2)c1
0.21 | -0.9 | O=C(CC1SC(N2CCCC2)=NC1=O)Nc1ccc(C(=O)Nc2ncccc2O)cc1 (stereo not given)
0.09 | -0.6 | CN(C)c1ccc(-c2nc3ccccn3c2/N=C/c2ccc(Br)cc2)cc1
-0.67 | -0.9 | O=C1c2cccc3c(N4CCCCC4)ccc(c23)C(=O)N1c1ccccn1
nt | -0.5 | CN(CC(=O)Nc1ccc(Cl)c(C(F)(F)F)c1)C(=O)CCCc1nc2ccccc2c(=O)[nH]1
0.01 | 0.6 | O=C(NC(=S)NNC(=O)[C@H]1C[C@@H]1c1ccccc1)c1ccc(F)cc1
1.19 | -1.2 | CSc1cccc(-n2ccc(=O)c(C)c2C)c1
-0.25 | 0.1 | O=C(NC(C(=O)N/N=C/c1cccc2ccccc12)c1n[nH]c(=O)c2ccccc12)c1ccccc1 (stereo not given)
0 | -0.7 | Fc1ccc(-n2c(-c3ccc4c(c3)OCO4)n[nH]c2=S)cc1Cl

(more compounds)
Kir21 block | STK33 kinase inh | structure
-0.98 | -0.4 | CC(Sc1nc2ccccc2s1)C(=O)N1CCOCC1 (stereo not given)
0.82 | 0.3 | Cc1nn(C)c(C)c1CCC(=O)O
nt | -1.4 | COc1ccc(S(=O)(=O)N2CCCCC2)cc1NC(=O)CCCOc1ccccc1
-0.81 | -0.3 | CN(Cc1ccncc1)C1CC(=O)N(c2ccc(F)cc2)C1=O (stereo not given)
0.1 | nt | COC(=O)/C(=N/Nc1ccccc1)N1CCCc2ccccc21
nt | 1.2 | O=C(Nc1nnc(C2CC2)s1)C1CCCCC1
0.48 | -1.1 | O=S(=O)(c1cccc2nsnc12)N1CCN(C/C=C/c2ccccc2)CC1
0.01 | 1.6 | Cc1ccc(S(=O)(=O)NCC(=O)N2CCN(c3ccc(F)cc3)CC2)cc1
1.5 | 0.7 | COc1ccc(OC)c(C2C=C(c3ccc(C)c(C)c3)Nc3nnnn32)c1 (stereo not given)
1.06 | 0.5 | CCOC(=O)Cc1csc(NC(NC(=O)OCC)(C(=O)OCC)C(F)(F)F)n1 (stereo not given)
1.13 | -0.4 | O=C(c1ccccn1)N1CCCC(N2CCN(Cc3ccc4c(c3)OCO4)CC2)C1 (stereo not given)
-2.34 | -1.1 | Cc1ccc(-n2nc3c(c2NC(=O)C(C)(C)C)CSC3)c(C)c1
0.78 | -2.7 | O=C(O)C(Oc1ccc2c3c(c(=O)oc2c1)CCC3)c1ccccc1 (stereo not given)
-3.79 | -2.8 | OC(CNCc1ccc(Cl)cc1)COc1ccccc1 (stereo not given)
-0.04 | 1.8 | CCOc1ccc(C(=O)Nc2cccc(C(=O)O)c2)cc1Cl
-0.53 | -0.1 | CCCCCOC(=O)c1[nH]c2c(c1C)C(=O)C(C(=O)OC)C(C)C2 (stereo not given)
0.34 | -0.1 | O=C(Nc1ccccc1-c1ccccc1)NC1CCN(CC(=O)N2CCOCC2)CC1
-0.1 | -0.2 | CCOc1ccc(S(=O)(=O)Nc2c(C)n(C)n(-c3ccccc3)c2=O)cc1
nt | -2.0 | CCOc1ccc(C(=O)NCC(=O)OCC(=O)Nc2nnc(-c3ccccc3)o2)cc1
3.23 | -0.9 | CC1CCN(c2ccc(C(=O)OCC(=O)NCCN3C(=O)CSC3=O)cc2[N+](=O)[O-])CC1
-1.24 | 0.1 | O=C(C1=C[C@H](C2CC2)C[C@H](OCCCCO)O1)N1CCN(Cc2ccc3c(c2)OCO3)CC1
-2.72 | 1.8 | Cn1c(CCN2CCCCC2)nc2cc(NS(=O)(=O)c3ccc(Cl)cc3)ccc21
0.41 | -0.3 | CCCc1cc(=O)oc2cc(OCC(=O)NC3CCN(Cc4ccccc4)CC3)ccc12
nt | -0.5 | Cc1ccc(S(=O)(=O)N2[C@@H](c3ccc(Br)cc3)C(C(=O)O)=C[C@H]2C(C)(C)C)cc1
-0.31 | -0.6 | CC(=O)c1cccc(N(C(=O)CNC(=O)c2ccco2)C(C(=O)NC2CCCC2)c2ccncc2)c1 (stereo not given)

Later entries
Kir21 block | STK33 kinase inh | structure
-0.93 | 0.2 | CCCCCn1c(Sc2ncccn2)nc2c1c(=O)[nH]c(=O)n2C
nt | -0.7 | Cc1cc(C)n2nc(SCC(=O)N3CC(C)CC(C)C3)nc2n1 (stereo not given)
-0.24 | -1.0 | O=C(Cn1nnc2ccccc21)C1CC1
-0.1 | 0.4 | O=C(O)c1cc(-c2cccs2)nc2cc3c(cc12)OCCO3
0.7 | -2.5 | COc1ccccc1NC(=O)Nc1nnc(CC(=O)Nc2ccccc2)s1
nt | -1.0 | Cc1ccc(S(=O)(=O)N2CCN(C(=O)Cn3c(=O)oc4ccccc43)CC2)cc1
-2.53 | 0.1 | O=C(CCn1cccc1)Nc1cc(F)ccc1F
2.54 | 0.6 | N/C(=N\OC(=O)COc1ccc2ccccc2c1Br)c1cccnc1
-0.38 | -1.5 | CCc1cccc(NS(=O)(=O)c2csc(C(N)=O)c2)c1
-0.17 | 0.9 | Nc1c(C(=O)c2ccc(F)cc2)oc2ccccc12
0.11 | -0.6 | CC(=O)OC1OCCOC1NC(=S)Nc1ccc(C)cc1 (stereo not given)
-0.37 | -0.5 | C=CCn1c(-c2ccc(F)cc2)n[nH]c1=S
1.05 | -0.6 | COc1ccc2c(c1)C(=O)CC(c1ccc3c(c1)OCCO3)O2 (stereo not given)
nt | -0.8 | O=C(CCNC(=O)c1ccccc1)NNC(=O)c1ccc(F)cc1
0.28 | 0.1 | Cc1cccc2cc(C(c3nnnn3Cc3ccccc3)N3CCN(c4ccccc4)CC3)c(=O)[nH]c12 (stereo not given)
-0.94 | 0.3 | CC(OC(=O)CSc1ccc(F)cc1)C(=O)NC1(C#N)CCCCC1 (stereo not given)
0.68 | -1.0 | N#CCc1ccc(Oc2ccc([N+](=O)[O-])cn2)cc1
nt | 1.5 | O=C(C[C@@H]1C/C=C\C[C@H](Cc2ccc(F)cc2)C(=O)OC[C@H]2CCCN2C1=O)N[C@H](CO)Cc1ccccc1
-0.98 | 12.2 | COc1cc2[nH]c3c(Cl)ncnc3c2cc1OC
1.25 | -1.2 | COc1cccc(NC(=O)c2ccnc(N3CCC(C(=O)NCc4ccccc4OC)CC3)c2)c1
-0.04 | -0.5 | Cc1cc(NC(=O)c2ccc3c(c2)C(=O)N(CC(C)C)C3=O)no1
0.83 | -0.4 | Cc1nc2ccccc2c(=O)n1-c1ccc(F)c(NC(=O)c2cccs2)c1
0.35 | -0.8 | Cc1ccc(C)c(S(=O)(=O)c2c(N)n(/N=C/c3ccco3)c3nc4ccccc4nc23)c1
-0.04 | -1.1 | Cc1ccc(/C=N/NC(=O)CNC(=O)COc2ccccc2)cc1
-2.71 | 1.7 | Cn1cc(SCC(=O)NCCc2ccccc2)c2ccccc21

Further compounds follow.
Kir21 block | STK33 kinase inh | structure
-0.39 | -0.7 | Cc1nc2c(cc1C#N)C(=O)c1ccccc1-2
0.1 | -2.0 | C=CCSc1nnc(-c2ccccc2NC(C)=O)c(=O)[nH]1
-1.58 | -0.2 | CCOC(=O)c1ccccc1NC(=O)COC(=O)CCNS(=O)(=O)c1ccccc1
-2.01 | -0.5 | Cc1cc(OCC(=O)NNC(=S)NC(=O)c2cccs2)ccc1Cl
2.05 | -0.9 | Cc1ccc(S(=O)(=O)N/N=C/c2cccs2)cc1
nt | 0.6 | COc1ccc(S(=O)(=O)N(C)C[C@H]2Oc3ccc(NC(=O)Cn4cnnn4)cc3C(=O)N([C@H](C)CO)C[C@@H]2C)cc1
-1 | 0.5 | COc1cc(-c2cc(C(=O)O)c3c(OC)c(OC)c(OC)cc3n2)ccc1O
1.82 | 2.5 | CC(=O)N/C(=C/c1ccc2c(c1)OCO2)C(=O)NCCO
1.78 | 2.5 | CC(C)Cc1nc2oc3c(N4CCN(CCO)CC4)ncnc3c2c2c1CCCC2
1.13 | -0.7 | Nn1cnnc1N/N=C/c1ccccc1C(F)(F)F
0.08 | -0.6 | CCOC(=O)c1ccc(NS(=O)(=O)c2c(N)n(C)c(=O)n(C)c2=O)cc1
-0.62 | -1.0 | Cc1cccc(C(=O)Nc2ccccc2C(=O)OCC(=O)Nc2ccc(C#N)cc2)c1
0.17 | 1.4 | Cc1ccc(C2/C(=C(/O)c3cnn(-c4ccccc4)c3C)C(=O)C(=O)N2CCN2CCOCC2)o1 (stereo not given)
-1.07 | -1.0 | CCc1nnc(NC(=O)CSc2nc3c([nH]c4ccccc43)c(=O)n2CCOC)s1
-0.96 | 0.3 | COc1ccc(CNC(=O)CSc2nnc(Cn3nnc4ccccc43)n2C)cc1

Sorted by the number under Kir21 block (ascending): 3 of the compounds above
Kir21 block | STK33 kinase inh | structure
-2.01 | -0.5 | Cc1cc(OCC(=O)NNC(=S)NC(=O)c2cccs2)ccc1Cl
1.78 | 2.5 | CC(C)Cc1nc2oc3c(N4CCN(CCO)CC4)ncnc3c2c2c1CCCC2
2.05 | -0.9 | Cc1ccc(S(=O)(=O)N/N=C/c2cccs2)cc1

Structures above that have bromine:
Kir21 block | STK33 kinase inh | structure
-0.16 | 0.6 | CCS(=O)(=O)N1CCC(C(=O)Oc2ccc(Br)cc2)CC1
0.09 | -0.6 | CN(C)c1ccc(-c2nc3ccccn3c2/N=C/c2ccc(Br)cc2)cc1
nt | -0.5 | Cc1ccc(S(=O)(=O)N2[C@@H](c3ccc(Br)cc3)C(C(=O)O)=C[C@H]2C(C)(C)C)cc1
2.54 | 0.6 | N/C(=N\OC(=O)COc1ccc2ccccc2c1Br)c1cccnc1

Screening data as filed in PubChem.
